Assay outcomes as filed in PubChem.
UBC13 polyUb: human UBC13 polyubiquitination inhibition; inhibition, % at 20 µM; UBC13 polyubiquitin chain formation, TR-FRET; 330,000 compounds, 0.47% hits; P61088; in the data active = inhibition above about 45%, passing the limit was not always enough
EBI2 block: EBI2 (human) antagonism; P32249; AID 651636; inhibition, % at 5 µM; 360,000 compounds, 0.81% hits; EBI2 beta-arrestin recruitment, luminescence, 7a,25-OHC stimulated; in the data active = inhibition above about 38%;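 note: enzyme fragment complementation signal reports receptor beta-arrestin coupling in cells; 0% = agonist plus DMSO wells and 100% = wells without agonist; some results beyond the cut were filed as inactive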
Target sequence (P32249 whole entry, looked up, the tested form may be a part): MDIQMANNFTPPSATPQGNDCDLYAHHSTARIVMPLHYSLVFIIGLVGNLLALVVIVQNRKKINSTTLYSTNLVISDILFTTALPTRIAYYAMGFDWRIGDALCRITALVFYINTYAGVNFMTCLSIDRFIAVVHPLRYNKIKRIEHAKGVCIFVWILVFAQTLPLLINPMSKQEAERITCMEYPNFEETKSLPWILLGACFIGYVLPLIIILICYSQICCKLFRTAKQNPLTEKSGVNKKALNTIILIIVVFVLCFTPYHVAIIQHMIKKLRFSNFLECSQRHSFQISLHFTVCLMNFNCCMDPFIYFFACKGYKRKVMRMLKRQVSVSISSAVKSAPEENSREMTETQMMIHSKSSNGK
CXCR6 block: CXCR6 (human) receptor inhibition; CHO-K1 PathHunter CXCR6 beta-arrestin, luminescence; inhibition, % at 20 µM; 360,000 compounds, 0.36% hits; in the data active = inhibition above about 34%, passing the limit was not always enough;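 note: antagonist mode with CXCL16 agonist at 10 nM final; 0% = 10 nM CXCL16 with DMSO and 100% = unstimulated wells without agonist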
Target sequence (O00574 whole entry, looked up): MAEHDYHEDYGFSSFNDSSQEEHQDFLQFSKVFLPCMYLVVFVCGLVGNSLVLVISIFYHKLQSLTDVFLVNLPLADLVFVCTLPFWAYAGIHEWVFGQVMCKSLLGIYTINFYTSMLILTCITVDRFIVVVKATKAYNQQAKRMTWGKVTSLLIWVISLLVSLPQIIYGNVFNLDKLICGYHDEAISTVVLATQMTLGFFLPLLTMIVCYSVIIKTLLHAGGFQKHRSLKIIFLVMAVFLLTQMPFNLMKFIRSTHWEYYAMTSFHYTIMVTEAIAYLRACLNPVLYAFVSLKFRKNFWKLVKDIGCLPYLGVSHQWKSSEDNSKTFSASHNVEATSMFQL
APJ antagonist: antagonists of human APJ apelin receptor | P35414 | CHO-K1 APJ beta-arrestin complementation, luminescence | inhibition, % at 20 µM | 330,000 compounds, 0.32% hits | AID 2521;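 active = inhibition above about 40% at 20 µM, limit read from the data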;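 note: cells challenged with 10 nM apelin-13 agonist together with compound; plate controls were apelin-13 plus DMSO wells for no effect and DMSO wells lacking apelin-13 for full effect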
Gli-Sufu antag: Gli-Sufu pathway antagonism; Sufu-KO-LIGHT fibroblasts, Gli luciferase reporter luminescence; inhibition, % at 5 µM; 340,000 compounds, 0.74% hits; AID 588413;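 active = inhibition above about 55%, limit read from the data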;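 note: 0% = DMSO-treated cells and 100% = wells with medium but no cells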
697 NFkB inh: inhibitors of the PMA/ionomycin-induced NF-kB reporter in 697 B cells; 697 B-cell NF-kB luciferase reporter, 16 h; inhibition, % at 4 µM; 330,000 compounds, 0.33% hits; in the data active = inhibition above about 35%
CCR6 antag: blocks CCL20-driven beta-arrestin recruitment at human CCR6; CHO-K1 CCR6 PathHunter beta-arrestin, luminescence, CCL20-stimulated; 340,000 compounds, 0.49% hits; inhibition, % at 20 µM; P51684;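 active = compounds whose inhibition of the agonist-driven luminescence signal at 20 µM reaches about 50%, limit read from the data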;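 note: cells stimulated with CCL20 at 14 nM final; plate controls were DMSO with CCL20 for no effect and DMSO without agonist for full effect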
Target sequence (P51684 whole entry, looked up): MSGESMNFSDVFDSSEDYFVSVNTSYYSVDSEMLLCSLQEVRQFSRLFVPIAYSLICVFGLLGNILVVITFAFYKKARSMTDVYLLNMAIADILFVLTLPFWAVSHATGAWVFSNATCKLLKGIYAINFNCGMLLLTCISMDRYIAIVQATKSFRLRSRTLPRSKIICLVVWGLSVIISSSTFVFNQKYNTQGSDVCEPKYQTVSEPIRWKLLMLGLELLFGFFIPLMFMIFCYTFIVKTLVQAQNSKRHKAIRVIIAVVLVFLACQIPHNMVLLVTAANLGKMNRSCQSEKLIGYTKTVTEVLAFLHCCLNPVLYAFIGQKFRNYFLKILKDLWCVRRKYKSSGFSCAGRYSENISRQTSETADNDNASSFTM
Jurkat NFkB inh: lowers PMA/ionomycin-induced NF-kB signal in Jurkat cells; PMA/ionomycin-induced NF-kB luciferase reporter, luminescence; inhibition, % at 4 µM; 330,000 compounds, 0.53% hits; AID 435003; in the data active = inhibition above about 50%
* marks the source's active call; other numbers are inactive results; . = not tested or not shown.

SMILES	UBC13 polyUb	EBI2 block	CXCR6 block	APJ antagonist	Gli-Sufu antag	697 NFkB inh	CCR6 antag	Jurkat NFkB inh
COc1cc(/C=N/N(C)C)ccc1OC(=O)c1ccco1	-4	-7	0	-54	-7	-24	5	-25
Cc1cccc(N2CC34C=CC(O3)C(C(=O)O)C4C2=O)c1 (stereo unspecified)	-8	2	1	7	0	-42	6	-31
COc1cccc(C(=O)NCCS(=O)(=O)NCc2cccnc2)c1	0	-13	-6	17	-4	8	1	13
Cc1ccc([C@@H]2[C@@H]3C(=O)N(c4ccccc4)C(=O)[C@@H]3[C@]3(C)C(=O)N(Cc4ccccc4)CC(=O)N23)o1	6	-8	2	-6	3	-2	10	4
CC(C)NC(=O)c1cc(-c2ccco2)on1	9	-5	0	1	-39	-18	3	-38
COc1ccc(N2CCN(S(=O)(=O)c3ccc4c(c3)OCCO4)CC2)cc1	-6	0	-3	5	3	13	-11	15
Cc1cc(C(=O)CCC(=O)NCC2COc3ccccc3O2)c(C)s1 (stereo unspecified)	0	-7	5	11	3	8	3	8
O=C(c1ccc2c(=O)n3c(nc2c1)CCC3)N1CCN(S(=O)(=O)c2cccc(F)c2)CC1	10	0	-5	10	-2	18	-9	12
C#CCOC(=O)CCCC(=O)NCCCCCCCC	-8	-5	0	-3	-8	-6	24	-6
COC(=O)c1cc(-c2cccc(OC)c2)on1	-7	3	-14	-3	12	-16	-3	-5
NC(=O)c1ccc(-c2nnn(CC(=O)N(C3CCCCC3)C3CCS(=O)(=O)C3)n2)cc1 (stereo unspecified)	1	-10	2	-3	-16	7	8	-10
O=C(COc1ccccc1)N=C1SC2CS(=O)(=O)CC2N1c1ccccc1F (stereo unspecified)	-8	-1	-21	0	-17	-5	13	-12
CS(=O)(=O)Cc1ccc(C(=O)Nc2cccc(-c3nc4ccccc4[nH]3)c2)cc1	1	9	7	-8	-22	-11	6	-44
Cc1ccc(C(C)NC(=O)c2ccco2)cc1C (stereo unspecified)	-5	-13	0	7	-8	-8	-3	-1
CCCCCn1c(=O)[nH]c2cc(C(=O)NCc3ccco3)ccc2c1=O	4	2	-7	4	4	-17	1	-11
CC(=O)N/C(=C\c1ccccc1)C(=O)OCC(=O)Nc1cc(S(=O)(=O)N(C)C)ccc1C	-6	2	-6	22	-7	-3	9	17
CC(NC(=O)c1ccc(F)cc1)c1ccc2c(c1)CCCC2 (stereo unspecified)	3	9	-3	-22	-2	4	18	-7
COc1ccc(-c2[nH]ncc2CN(C)CCCN2CCOCC2)cc1F	10	1	-6	-1	17	12	6	10
O=C(NCCNCc1cccs1)c1ccccc1F	-6	0	-1	-15	1	-4	-5	-6
COc1ccccc1NC(=O)CCN1C(=O)c2ccccc2C1=O	8	8	6	-1	2	6	6	-7
O=C(NNC(=O)C1CCCC1)c1ccccc1F	-5	3	-11	16	-17	-9	4	-9
Cc1ccc2cc(C)c3nnc(SCC(=O)N4CCCc5ccccc54)n3c2c1C	9	.	.	20	.	2	.	9
COC(CNC(=O)c1cc(S(=O)(=O)N2CCc3ccccc32)ccc1F)OC	3	2	4	-3	8	7	-1	-10
CN(C(=O)Nc1ccc(Cl)cc1Cl)C1CCCC1	6	-9	-11	-3	-58	-36	6	-23
COCC(C)N1CCC(n2nccc2NC(=O)CCOc2ccccc2)CC1 (stereo unspecified)	-5	2	0	25	6	-4	5	-6
O=C(Nc1nc2c(F)cc(F)cc2s1)c1ccco1	-2	-3	-1	2	-85	-238	10	-114
N/C(=N\OC(=O)c1ccco1)c1ccccn1	3	-8	-4	-8	-26	-46	4	-53
Cc1cc(C(=O)COC(=O)c2ccc[nH]c2=O)c(C)n1-c1ccccc1F	1	15	2	-3	-63	-55	2	-49
CCCCNC(=O)Nc1ccccc1Br	-9	-6	-4	-2	27	-34	10	7
CC(C)CNc1cc(=O)n(C)c(=O)n1C	-7	-5	-1	-2	-7	-2	-4	-4
CCN(CC(=O)NCc1cccs1)C(=O)Cc1ccc(Cl)c(Cl)c1	-5	6	5	11	6	-18	8	-4
COc1cc2cc(C)c(SCC(=O)N3CCOCC3)nc2cc1OC	-17	3	-8	6	9	10	0	-14
CCc1ccccc1NC(=O)CNC(=O)CNC(=O)c1cccs1	2	6	5	4	-6	20	7	-13
O=C(COC(=O)CN1C(=O)C2CCCCC2C1=O)NC1CCS(=O)(=O)C1 (stereo unspecified)	2	0	-1	1	0	13	5	-11
CC1Cc2ccccc2N1C(=O)CSc1nnc(CNc2ccccc2)o1 (stereo unspecified)	15	5	1	5	5	29	3	8
Oc1c(C=C2N=c3ccccc3=N2)sc(=S)n1C1CCCC1	-23	-11	0	-11	1	-11	26	5
Cc1cc(OCCNCCO)cc(C)c1Cl	3	-18	0	9	0	5	-14	11
CCC(C)Sc1ccc(-c2nc3ccc(C)cn3c2NC2CCCCC2)cc1 (stereo unspecified)	29	.	.	-12	0	-20	16	-44
CCC(=O)N1c2ccc(S(=O)(=O)CCC(=O)N3CCN(c4ccccc4)CC3)cc2CC1C (stereo unspecified)	-11	-11	4	-1	3	-3	0	-10
CC(=O)NS(=O)(=O)c1ccc(NC(=O)c2cccc3ccccc23)cc1	-1	5	-10	-3	-6	3	-14	5
COc1ccc(CNC(=S)Nc2ccccc2Cl)cc1	-9	2	-6	11	-2	-9	11	-11
COc1cc(/C=C/c2ccc3c(Br)cc(Br)c(O)c3n2)ccc1O	.	13	42*	.	9	.	68*	.
Cc1ccc(OCC(=O)N(C)CCc2ccccn2)cc1	-6	-7	5	3	0	6	-17	-9
Cc1nn(C2CCS(=O)(=O)C2)c(Cl)c1/C=C/C(=O)OCC(=O)N(C)C (stereo unspecified)	-4	-2	-1	17	-16	-3	3	0
COc1ccc(NC(=O)C(C)N2C(=O)c3ccccc3S2(=O)=O)c(OC)c1 (stereo unspecified)	2	-1	0	0	-17	-21	-13	1
Cc1nn(-c2cccc3cccnc23)c(=O)c2ccccc12	6	0	3	1	-6	1	-10	5
O=C(O)c1cc(-c2ccccc2)nc2nc(N3CCCCC3)sc12	42	.	.	18	.	18	.	6
Cc1ccc(OCC(=O)Nc2sc3c(c2C#N)CCC3)cc1	5	0	4	14	-36	-39	16	-37
CCCCC(=O)Nc1ccc(F)c(Cl)c1	5	4	-4	12	-4	-7	10	-5
CCCn1nnc(NC(=O)c2ccc(Br)cc2)n1	-9	-4	-3	-9	-38	-93	7	-56
The list goes on:
SMILES	UBC13 polyUb	EBI2 block	CXCR6 block	APJ antagonist	Gli-Sufu antag	697 NFkB inh	CCR6 antag	Jurkat NFkB inh
O=S1(=O)c2ccccc2C(O)(c2ccccc2)c2ccccc21	.	0	0	.	1	.	-3	.
COc1ccc(CCNCc2ccc(OCc3ccccc3)cc2)cc1	6	-2	-6	8	-10	-14	11	-8
COc1ccccc1C(=O)NNC(=O)c1ccc(NC(=O)c2ccccc2)cc1	5	-7	0	0	-6	6	5	5
CC(O)c1cccc(NC2=CC(=O)CC(C)(C)C2)c1 (stereo unspecified)	-10	-5	1	1	1	15	-21	13
COc1ccc(NC(=O)CCC(=O)OCc2ccc(C(=O)Oc3ccc(Cl)cc3)cc2)cc1	-5	-9	0	1	4	21	0	-3
C=CCn1c(=NC(=O)C2COc3ccccc3O2)sc2cc(S(N)(=O)=O)ccc21 (stereo unspecified)	9	5	-2	16	9	7	21	7
CN1CCN(c2ccc(S(=O)(=O)N3CCCCC3)cc2NC(=O)/C=C/c2ccc(Cl)c([N+](=O)[O-])c2)CC1	18	37	10	-19	17	10	29	7
CC(Oc1ccc(-c2nccc(-c3ccccn3)n2)cc1)C(=O)NN (stereo unspecified)	3	-6	-5	-5	-4	1	2	8
C=CCN=C1SC(C)(C)C(=O)N1S(=O)(=O)c1ccc(C)cc1	2	3	1	7	6	-6	-1	17
CCOc1ccc(/C=C/C(=O)Nc2ccc(N3CCOCC3)cc2)cc1	-19	17	5	-12	2	-56	-3	-5

5 of the compounds above, comma-delimited:
canonical_smiles,UBC13 polyUb,EBI2 block,CXCR6 block,APJ antagonist,Gli-Sufu antag,697 NFkB inh,CCR6 antag,Jurkat NFkB inh
COc1ccccc1C(=O)NNC(=O)c1ccc(NC(=O)c2ccccc2)cc1,5,-7,0,0,-6,6,5,5
CN1CCN(c2ccc(S(=O)(=O)N3CCCCC3)cc2NC(=O)/C=C/c2ccc(Cl)c([N+](=O)[O-])c2)CC1,18,37,10,-19,17,10,29,7
COc1ccc(NC(=O)CCC(=O)OCc2ccc(C(=O)Oc3ccc(Cl)cc3)cc2)cc1,-5,-9,0,1,4,21,0,-3
COc1ccc(CCNCc2ccc(OCc3ccccc3)cc2)cc1,6,-2,-6,8,-10,-14,11,-8
CCOc1ccc(/C=C/C(=O)Nc2ccc(N3CCOCC3)cc2)cc1,-19,17,5,-12,2,-56,-3,-5

(more compounds)
SMILES	UBC13 polyUb	EBI2 block	CXCR6 block	APJ antagonist	Gli-Sufu antag	697 NFkB inh	CCR6 antag	Jurkat NFkB inh
CSc1cccc(NC(=S)N(Cc2ccccc2)Cc2cccnc2)c1	25	8	7	13	4	9	15	15
O=C(COC(=O)C1=COCCO1)NC(=O)c1ccc(OC(F)F)cc1	6	4	-3	-7	29	10	-10	-3
CC(C)=C[C@@H]1C[C@H](C)[C@H]2CC[C@H](C)c3c(O[C@@H]4O[C@@H](C)[C@@H](O)[C@@H](O)[C@@H]4O)c(O)c(C)c1c32	32	0	1	-12	-2	-18	-3	-7
COc1ccc(NC(=O)CCN2C(=O)/C(=C/c3ccc4c(c3)OCO4)SC2=S)cc1	-20	-8	-3	6	-7	-51	5	1
NC(N)=Nc1nc(C2COc3ccccc3O2)cs1 (stereo unspecified)	7	-9	2	-8	-65	-239	-13	-167
CCCCN1CC(COc2ccccc2)OC1=O (stereo unspecified)	3	-5	-3	6	0	5	-1	6
CCn1c(C)nnc1SCC(=O)Nc1ccccc1OC	-3	5	2	6	26	-7	-12	-1
CCN(C(=O)COC(=O)c1nccnc1N)c1cccc2ccccc12	-5	-8	-4	9	-5	18	4	-10
COc1cc(NC(=O)COc2ccccc2)ccc1NC(=O)c1ccco1	-4	-7	6	-15	-7	13	9	5
COc1ccccc1NS(=O)(=O)c1cccc(NC(=O)c2ccc3ccccc3n2)c1	1	-20	-18	1	-2	-46	4	15
Cc1ccc(NC(=O)CSc2nnnn2C2CC2)cc1S(=O)(=O)N1CCOCC1	-2	-5	-5	-33	2	-15	7	24
CC(=O)N1CCN(C(=O)CCNS(=O)(=O)c2ccccc2)CC1	-3	-5	4	8	6	11	-3	-6
c1csc(-c2nc3ccccn3c2NC2CCCCC2)c1	11	-14	3	10	5	-12	13	-16
Cc1ccc(C(=O)C2CCN(S(=O)(=O)c3ccc(C(=O)O)cc3)CC2)cc1	-2	-1	12	10	4	12	6	16
N#Cc1c(/N=C/c2ccco2)oc(-c2ccccc2)c1-c1ccccc1	6	0	9	-8	6	-7	3	4
O=C(CSc1nnc(C2CC2)n1C1CC1)c1cc(F)ccc1F	3	5	-4	6	-10	13	5	14
COC(=O)C1=NNC(C(=O)OC)C1c1ccccc1 (stereo unspecified)	.	0	-5	.	-10	.	7	.
CCn1ccnc1CN(C)Cc1cn[nH]c1-c1ccc(F)cc1F	0	-2	-5	5	1	2	9	7
O=C(CCn1c(=S)[nH]c2ccccc2c1=O)NCCCN1CCCC1=O	2	3	-3	-12	0	18	1	2
CCc1cccc(OCCN2CCCC2)c1	-7	-13	-6	4	4	-19	7	11
COCCCNC(=O)C1CC(=O)N(CCc2ccccc2)C1 (stereo unspecified)	6	-5	-8	9	6	30	-1	-4
CCc1ccc(C(=O)Nc2ccc(S(=O)(=O)Nc3nc(C)cc(C)n3)cc2)o1	-10	1	4	-23	2	6	-3	-2
Cc1nc(-c2nc(-c3c(C(=O)NNC(=O)c4ccc(Cl)cc4)noc3C)cs2)cs1	-14	2	3	4	0	-11	11	7
CCOc1ccc(NS(=O)(=O)c2ccc(C(=O)N3CCCC(C)C3)cc2)cc1 (stereo unspecified)	4	-2	-16	-1	57*	-20	-2	-1
Cc1cccc(C(=O)NC(=S)Nc2ccc3[nH]c(=O)[nH]c3c2)c1	-12	20	4	-3	1	-29	18	-11
